Bioassay records as filed in PubChem.
GRK2 aptamer HTS = compounds blocking aptamer binding on GRK2 – biochemical, human GRK2, bead flow cytometry, HTS, primary screen. inhibition of aptamer binding, % at 10 µM. FAM-aptamer displacement from GRK2. Beta-adrenergic receptor kinase 1 (Homo sapiens), P25098. actives 0.59% (n = 330,000). AID 488847, 2010;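 active = inhibition of aptamer binding above 40%, roughly 3 SD of noise, on plates passing a quality check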;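 also: median bead fluorescence of bound FAM aptamer so fluorescent compounds give negative values; no value below 0 was filed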
GASC-1 inh = inhibitors of GASC-1 histone demethylase, primary screen, biochemical, fluorescence, DELFIA europium | Lysine-specific demethylase 4C (Homo sapiens), Q9H3R0 | GST-JMJD2C(1-420) H3K9me3 demethylation | inhibition, % at 2.35 µM | actives 0.069% (n = 330,000) | AID 2099, 2009;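 active = more than half of a compound's replicate wells show inhibition beyond 50%, single wells judged on their own value; inconclusive = some, but no more than half, of replicates pass 50% inhibition; inactive = no replicate passes 50% inhibition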;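 also: signal counts dimethyl H3K9 product captured on neutravidin plate; 0% = median of DMSO wells and 100% = 0.3 times that DMSO median; strong numbers were not always called active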
PP1 inh = PP1-alpha phosphatase inhibitors, primary screen, counter-screen for PP5 inhibitor project, biochemical, fluorescence, OMFP substrate, single point | Serine/threonine-protein phosphatase PP1-alpha catalytic subunit (Homo sapiens), P62136 | purified PP1alpha | inhibition, % at 6.7 µM | actives 0.9% (n = 320,000);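 active = inhibition above the mean inhibition of all tested compounds plus 3 SD, computed separately for each screening campaign, cut at about 15% in these data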
PP5 inh = PP5 phosphatase inhibitors, primary screen, biochemical, fluorescence; Serine/threonine-protein phosphatase 5 (Homo sapiens), P53041; purified PP5c, OMFP substrate fluorescence; inhibition, % at 6.7 µM; actives 0.18% (n = 320,000);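 active = inhibition above the campaign's mean inhibition across all tested compounds plus 3 SD, cut at about 9.5% in these data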;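 also: 0% = DMSO only and 100% = 100 µM cantharidin control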
CTSL1 counter = Fasciola hepatica cathepsin L1 inhibitors, primary screen, counter-screen for PFM18AAP inhibitor project, biochemical, QFRET, fluorogenic peptide substrate | recombinant F. hepatica cathepsin L1, Z-Leu-Arg-MCA fluorescence | inhibition, % at 5.96 µM | actives 0.49% (n = 300,000);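 active = inhibition above the mean of all tested compounds plus 3 SD, set per screening campaign, cut at about 17% in these data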;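 also: 0% = plate median of test compound wells and 100% = 1 µM Z-Phe-Ala-diazomethylketone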
VLA-4 inh = inhibition in human VLA-4 binding assay, primary screen, VLA-4 allosteric modulator project, MLPCN library, flow cytometry, VLA-4 expressing cells; Integrin alpha-4 (Homo sapiens), P13612; ligand binding flow cytometry; inhibition, % (about 7 µM as worked out from the volumes in the protocol); actives 0.2% (n = 330,000); AID 2557, 2010; in the data active = inhibition above about 50%
Target sequence (P13612 whole entry, looked up): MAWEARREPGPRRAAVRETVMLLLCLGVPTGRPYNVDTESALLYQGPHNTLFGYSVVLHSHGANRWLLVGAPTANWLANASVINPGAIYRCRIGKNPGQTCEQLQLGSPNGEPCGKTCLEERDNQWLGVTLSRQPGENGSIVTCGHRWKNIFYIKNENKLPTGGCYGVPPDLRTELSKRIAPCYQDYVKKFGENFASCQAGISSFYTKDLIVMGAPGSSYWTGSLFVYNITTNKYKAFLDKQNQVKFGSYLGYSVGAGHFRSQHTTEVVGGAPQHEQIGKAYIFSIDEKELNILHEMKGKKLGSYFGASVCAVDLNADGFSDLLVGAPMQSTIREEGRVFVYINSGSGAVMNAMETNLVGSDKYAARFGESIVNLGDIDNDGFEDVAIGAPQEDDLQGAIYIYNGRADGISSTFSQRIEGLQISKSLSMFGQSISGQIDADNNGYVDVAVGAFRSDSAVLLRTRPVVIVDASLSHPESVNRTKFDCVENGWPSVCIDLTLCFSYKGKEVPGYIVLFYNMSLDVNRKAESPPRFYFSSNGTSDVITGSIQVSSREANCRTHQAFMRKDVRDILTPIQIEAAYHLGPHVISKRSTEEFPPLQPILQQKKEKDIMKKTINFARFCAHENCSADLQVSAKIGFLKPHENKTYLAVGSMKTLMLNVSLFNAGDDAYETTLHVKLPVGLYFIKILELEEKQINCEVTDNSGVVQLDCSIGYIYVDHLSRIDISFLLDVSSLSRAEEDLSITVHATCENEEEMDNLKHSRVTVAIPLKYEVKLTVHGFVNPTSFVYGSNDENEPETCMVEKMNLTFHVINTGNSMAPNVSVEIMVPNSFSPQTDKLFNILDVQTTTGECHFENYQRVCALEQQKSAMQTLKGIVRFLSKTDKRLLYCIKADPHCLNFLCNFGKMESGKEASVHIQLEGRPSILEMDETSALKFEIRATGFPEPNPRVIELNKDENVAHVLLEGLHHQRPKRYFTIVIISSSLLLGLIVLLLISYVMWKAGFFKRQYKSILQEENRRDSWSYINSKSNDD
procasp3 activ = activators of human procaspase-3 D3A mutant, primary screen, biochemical, absorbance, PC-3 D3A mutant, single concentration; Caspase-3 (Homo sapiens), P42574; recombinant procaspase-3 D3A, Ac-DEVD-pNA absorbance 405 nm; activation, % at 8.5 µM; actives 0.11% (n = 330,000); AID 463141, 2010;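 active = activation above the mean of all tested compounds plus 3 SD, cut at about 21% in these data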;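 also: 0% = DMSO alone and 100% = DMSO wells spiked with extra 5 µM PC-3 D3A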
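System: Procaspase-3 D3A mutant. Medium: Zinc-free 300 mM NaCl, 50 mM HEPES, 0.01% Triton X-100. Schedule: 1 h preincubation plus 2 h reaction at 25 °C. Measured by: 405 nm absorbance of p-nitroaniline, reads at 0 and 120 min. Read-out: percent activation relative to control range.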
proCasp7 act = procaspase-7 activators, primary screen, counter-screen for procaspase-3 activator project, biochemical, absorbance, HTS, human; actives 0.093% (n = 330,000); AID 463210, 2010; recombinant procaspase-7, Ac-DEVD-pNA absorbance 405 nm; D23A/D198A/D206A triple mutant, cannot self-cleave; scale: DMSO 0, 5 µM enzyme 100; activation, % at 8.5 µM;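 active = percent activation above the screen-wide mean plus 3 SD, cut at about 25% in these data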
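signal = Epi-absorbance of released pNA at 405 nm, two timepoints | assay system = Uncleavable procaspase-7 mutant enzyme | reagent = Ac-DEVD-pNA substrate, 400 µM as added | times = 1 h enzyme–compound preincubation and 2 h substrate reaction, both 25 °C | benchmarks = low DMSO alone, high DMSO plus 5 µM PC-7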
core dimer inh = inhibitors of HCV core protein dimerization, primary screen, biochemical, TR-FRET, high-throughput; inhibition, % at 5 µM; TR-FRET GST/Flag-core106 dimerization, 1536-well; actives 0.33% (n = 300,000);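 active = inhibition above the mean of all tested compounds plus 3 SD, set per screening campaign, cut at about 45% in these data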
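Material: GST/Flag-tagged HCV core106 proteins. Incubation: 4 h, 22.5 °C incubation. Read-out basis: inhibition (%) from 671 over 617 nm ratio. Measured by: TR-FRET, excitation 340 nm, emission 617 and 671 nm.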
Starred values were filed as active, the others as inactive; ? = inconclusive; . = not tested or not shown.

SMILES	GRK2 aptamer HTS	GASC-1 inh	PP1 inh	PP5 inh	CTSL1 counter	VLA-4 inh	procasp3 activ	proCasp7 act	core dimer inh
CC(C)OC(=O)Nc1ccc2c(c1)N(C(=O)CCN1CCOCC1)c1ccccc1CC2	0	-2	1	-1.3	-2	2	-9	5	-7
CC(C)Cc1nnc(NC(=O)CCC(=O)NCc2ccccc2Cl)s1	0	-3	0	0.3	-3	2	0	3	-1
O=C1CCCc2c1nc(-c1ccco1)n2O	1	6	-1	2.4	1	1	-1	-2	1
C/C(=N\NC(=O)c1nnn(-c2nonc2N)c1-c1ccc(Cl)c(Cl)c1)c1ccncc1	4	0	1	2.5	1	5	1	0	-1
CCOC(=O)CCCCC(=O)c1[nH]c(=O)[nH]c1Cn1ccnc1	1	-1	4	-0.4	0	-19	1	14	-2
Nc1nc(N)nc(Cc2ccccc2O)n1	5	7	-1	0.8	.	26	5	2	.
CCCCn1c(N)c(N(CCC(C)C)C(=O)C(C)N2C(=O)c3ccccc3C2=O)c(=O)[nH]c1=O (stereo not drawn)	1	-5	-1	-1.9	1	11	-1	8	-1
Cc1c(C(=O)N2CCN(c3ccccc3)CC2)oc2c1C(=O)CC(C)(C)C2	3	0	-5	-0.6	0	-6	0	1	2
CCOC(=O)C1CCCN(S(=O)(=O)CCNC(=O)c2ccccc2)C1 (stereo not drawn)	0	-3	-3	1.9	8	-13	-4	9	0
Cc1ccc(NC(=O)c2ccc3c(c2)nnn3C)cc1	7	15	1	1.5	0	1	-1	-3	-4
CC(C)NS(=O)(=O)c1ccc(NC(=O)NC2CCCCC2)cc1	0	-24	0	-1.0	-2	24	8	1	-3
O=C(NNC(=O)c1oc2ccccc2c1-n1cccc1)c1ccco1	0	-7	-3	-0.2	-6	1	-17	-18	2
O=C(C(c1ccccc1)c1ccccc1)N1CCOCC1	0	2	-9	-3.9	4	0	-9	-9	2
O=C(Cc1n[nH]c(=O)c2ccccc12)OCC(=O)c1ccc(F)cc1	0	-5	-4	-0.4	-5	29	-1	-1	-5
COc1cccc(N2CCN(CC(=O)NC(=O)NCc3ccco3)CC2)c1	0	-8	13	-0.5	0	12	3	5	39
O=C(NCCc1ccccc1)C(=O)NCC1OCCN1S(=O)(=O)c1ccc(F)cc1 (stereo not drawn)	1	3	-1	2.2	3	0	6	-3	7
CCN(CC)c1ccc(C=NCCc2ccc(S(N)(=O)=O)cc2)cc1	0	-6	2	2.1	-1	11	5	6	-1
O=c1c(Br)c(NCc2ccccc2)cnn1-c1ccc(F)cc1	0	-5	-1	-0.8	2	-4	6	-3	4
COc1ccc(C#Cc2c(C=O)n(C)c3ccccc23)cc1	7	2	0	0.5	.	5	-36	-36	.
COc1ccc(-c2c[n+](CC(=O)c3cccs3)c3n2CCC3)cc1	0	-3	-2	2.7	-3	-8	5	-6	7
CCOc1ccc(N(CC(=O)NC2CCCCC2)C(=O)CCC(=O)Nc2cc(C)ccn2)cc1	0	8	2	2.0	-2	7	8	10	4
CCOC(=O)c1cc2cc(OC)ccc2nc1C	4	4	-2	-1.0	0	13	3	2	5
O=C1CCN(CCc2ccccc2)CCN1CCSc1ccccc1	0	-5	2	3.7	-10	15	-6	-2	-3
CCc1nc2oc3ccccc3c(=O)c2c(=O)n1CCOC	0	-25	-3	1.4	4	-7	-6	6	-5
COc1ccc(-n2c(=S)[nH]c3cc(C(=O)NCc4cccnc4)ccc3c2=O)cc1	1	3	0	1.4	-2	44	0	4	3
COC(=O)c1ccc(NC(=O)C2CCN(C(=O)c3cc(OC)c(OC)c(OC)c3)CC2)cc1	2	-9	-2	4.1	6	-1	-15	-19	6
COC(=O)c1ccc(COc2ccc(-c3nnn(CC(=O)NC(C)(C)C)n3)cc2)cc1	0	2	-1	0.1	-1	25	15	8	5
Cc1c(OC(C)C(=O)NCCN2CCOCC2)ccc2c3c(c(=O)oc12)CCCC3 (stereo not drawn)	0	19	1	0.9	0	5	0	5	-3
CCCCc1cc(=O)oc2c(C)c(OCC(=O)NCCN3CCOCC3)ccc12	0	?	-4	-1.2	3	8	2	3	1

Random excerpt: 2 records from the list.
SMILES	GRK2 aptamer HTS	GASC-1 inh	PP1 inh	PP5 inh	CTSL1 counter	VLA-4 inh	procasp3 activ	proCasp7 act	core dimer inh
CCOC(=O)c1cc2cc(OC)ccc2nc1C	4	4	-2	-1.0	0	13	3	2	5
O=C(NNC(=O)c1oc2ccccc2c1-n1cccc1)c1ccco1	0	-7	-3	-0.2	-6	1	-17	-18	2

Gathered by group, the entries above with sulfur.
SMILES	GRK2 aptamer HTS	GASC-1 inh	PP1 inh	PP5 inh	CTSL1 counter	VLA-4 inh	procasp3 activ	proCasp7 act	core dimer inh
CC(C)Cc1nnc(NC(=O)CCC(=O)NCc2ccccc2Cl)s1	0	-3	0	0.3	-3	2	0	3	-1
CCOC(=O)C1CCCN(S(=O)(=O)CCNC(=O)c2ccccc2)C1 (stereo not drawn)	0	-3	-3	1.9	8	-13	-4	9	0
CC(C)NS(=O)(=O)c1ccc(NC(=O)NC2CCCCC2)cc1	0	-24	0	-1.0	-2	24	8	1	-3
O=C(NCCc1ccccc1)C(=O)NCC1OCCN1S(=O)(=O)c1ccc(F)cc1 (stereo not drawn)	1	3	-1	2.2	3	0	6	-3	7
CCN(CC)c1ccc(C=NCCc2ccc(S(N)(=O)=O)cc2)cc1	0	-6	2	2.1	-1	11	5	6	-1
COc1ccc(-c2c[n+](CC(=O)c3cccs3)c3n2CCC3)cc1	0	-3	-2	2.7	-3	-8	5	-6	7
O=C1CCN(CCc2ccccc2)CCN1CCSc1ccccc1	0	-5	2	3.7	-10	15	-6	-2	-3
COc1ccc(-n2c(=S)[nH]c3cc(C(=O)NCc4cccnc4)ccc3c2=O)cc1	1	3	0	1.4	-2	44	0	4	3
